Compound activity as filed in PubChem.
Vif-APOBEC3G blk: Vif-A3G binding inhibition; actives 0.076% (n = 410,000); HeLa A3G-eYFP + Vif (tagged APOBEC3G with the HIV-1 protein that degrades it), YFP fluorescence, overnight; Potency, µM (top dose mostly 46.1 µM), inactives show at the highest dose activity, negative = active, actives largely listed as inhibitors; Q9HC16;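 further: potency means the concentration at half of the fitted maximal effect; on the % scale 0 is the no-effect control and ±100 the full control effect; nearly all actives have a fitted effect of over 60% in size; hits raise eYFP signal because A3G escapes Vif-driven loss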
Target sequence (Q9HC16 whole entry, looked up): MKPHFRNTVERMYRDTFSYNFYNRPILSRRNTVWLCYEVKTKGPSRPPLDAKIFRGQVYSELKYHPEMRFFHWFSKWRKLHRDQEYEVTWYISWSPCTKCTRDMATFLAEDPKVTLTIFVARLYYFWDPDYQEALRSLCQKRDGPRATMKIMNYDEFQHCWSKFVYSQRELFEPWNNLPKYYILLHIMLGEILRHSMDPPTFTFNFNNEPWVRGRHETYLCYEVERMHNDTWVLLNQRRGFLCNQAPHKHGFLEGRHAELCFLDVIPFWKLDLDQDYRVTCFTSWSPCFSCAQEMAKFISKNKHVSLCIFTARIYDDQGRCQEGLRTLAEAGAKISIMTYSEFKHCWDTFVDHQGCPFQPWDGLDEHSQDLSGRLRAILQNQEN
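HeLa cells stably expressing Vif and C-terminally eYFP-tagged A3G, seeded overnight at 37 deg C, then exposed to compound by pintool overnight at 37 deg C. Rise in yellow fluorescence (Ex 488/Em 500-530, Acumen) marks blocked Vif-driven A3G degradation.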
Vif-A3F inh: blocks the Vif interaction with APOBEC3F; HeLa A3F-eYFP + Vif (tagged APOBEC3F with the HIV-1 protein that degrades it), YFP fluorescence increase; Potency, µM (titrated, usually from 46.1 µM), for the others: at the top dose activity, negative = active; actives 0.2% (n = 390,000); AID 602313; further: potency means the concentration at half of the fitted maximal effect; % of control where 0% means no effect; nearly all actives have a fitted effect of over 65% in size
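Fluorescence increase (Ex 488/Em 500-530) after overnight compound treatment at 37 deg C flags inhibition of Vif-driven A3F-eYFP loss in stable HeLa A3F-eYFP/Vif cells seeded overnight beforehand.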
Glioma ERSR ind: ER stress response induction in glioma; U87-MG GRP78 promoter luciferase reporter, 16 h; Potency, µM, for the others: at the top dose activation, most hits filed as activators; actives 0.02% (n = 420,000); further: potency means the concentration at half of the fitted maximal effect; series mostly up to about 76 µM; % of control where 0% means no effect; nearly all actives have a fitted effect of over 35% in size
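ERSR induction read as luciferase luminescence (Bright-Glo, 10 min at room temperature) in stably transfected human U87-MG glioma cells exposed to compounds for 16 h, using GRP78 as sensor.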
USP1 inh: blocks the human USP1/UAF1 deubiquitinase complex | O94782 | recombinant USP1/UAF1, Ub-Rhodamine cleavage fluorescence | Potency, µM (highest dose often 57.1 µM), for the others: at the top dose activity change, negative = inhibition, actives largely listed as inhibitors | actives 0.23% (n = 390,000) | AID 743255; further: potency means the concentration at half of the fitted maximal effect; on the % scale 0 is the no-effect control and ±100 the full control effect; nearly all actives have a fitted effect of over 60% in size; inactives centre near -12
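USP1/UAF1 complex (1 nM) preincubated 15 min at room temperature with compound, then Ub-Rho substrate (150 nM final) added. Kinetic fluorescence at 480/540 nm over 6 reads at 60 s intervals; 50 mM HEPES pH 7.8, 0.5 mM EDTA, 0.1 mg/ml BSA, 1 mM TCEP, 0.01% Tween-20.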
LDHA block: LDHA (human) enzyme inhibition; P00338; purified LDHA, NADH/diaphorase-resazurin fluorescence; hits give low values; activity change, % (values are at about 110 or 230 µM); actives 0.15% (n = 480,000); AID 1347041; in the data active means activity change below about -30%; inconclusive means mostly about -25% to -30%;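 further: plate controls were DMSO wells for no effect and wells without enzyme for full effect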
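Human LDH5 (2 nM) was incubated with 0.06 mM NADH and 0.2 mM pyruvate for 5 min at room temperature in Tris pH 7.4. Remaining NADH was coupled through diaphorase/resazurin, and resorufin fluorescence was read at 0 and 20 min.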
mIDH1 inhibitor: inhibitors of human mutant IDH1 R132H; O75874; IDH1-R132H enzyme, NADPH consumption, diaphorase/resazurin fluorescence; Potency, µM (doses to about 76.6 µM), inactives show at the top dose activity change, negative = inhibition, hits mostly inhibitors; actives 0.093% (n = 390,000); further: potency means the concentration at half of the fitted maximal effect; on the % scale 0 is the no-effect control and ±100 the full control effect; nearly all actives have a fitted effect of over 65% in size
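IDH1-R132H (0.5 ug/mL dispensed) in pH 7.5 Tris buffer was preincubated 30 min with compound, then given a substrate mix of 0.016 mM NADPH and 2 mM alpha-KG for 80 min at room temperature; remaining NADPH was read by diaphorase/resazurin fluorescence.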
RXFP1 agonist: activates the human relaxin receptor RXFP1; Potency, µM (series often up to 57.5 µM), for inactives: at the highest dose activation, usual class: activators; HEK293T-RXFP1 cAMP TR-FRET, 30 min; response scale: percent of porcine relaxin response, buffer zero; actives 0.3% (n = 370,000); AID 2676; further: potency means the concentration at half of the fitted maximal effect; on the % scale 0 is the no-effect control and ±100 the full control effect; nearly all actives have a fitted effect of over 60% in size; many of its hits are not listed in these tables
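HEK293 cells stably expressing RXFP1, treated 30 min at 37C with compounds plus PDE4 inhibitor Ro 20174; cAMP measured by HTRF TR-FRET. Normalized to buffer and 29 nM porcine relaxin; EC50 by Hill fit.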
TrxR1 substrate: rat thioredoxin reductase 1 substrate activity; actives 0.01% (n = 390,000); Potency, µM (doses to about 114 µM), without a hit: at the top dose activity change, negative = substrate turnover; O89049; purified TrxR1 substrate turnover, NADPH consumption readout; further: potency means the concentration at half of the fitted maximal effect; on the % scale 0 is the no-effect control and ±100 the full control effect; nearly all actives have a fitted effect of over 50% in size
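Rat TrxR1, dispensed at 90 nM, was prereduced with 400 uM NADPH (final) for 5 min at ~22 deg C, then incubated with compound 15 min before 400 uM selenite. A first-read NADPH fluorescence drop versus no-compound background flagged substrates.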
PI4K2A inh: PI4K2A (human) kinase inhibition | Q9BTU6 | activity change, negative = inhibition, % at 76.9 µM | purified PI4K2A, ADP-Glo luminescence, 1 h; hits give low values | AID 1346378 | actives 0.13% (n = 420,000); in the data active means activity change below about -50%; inconclusive means mostly about -30% to -49%;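 further: -100% = wells without enzyme as full effect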
Target sequence (Q9BTU6 whole entry, looked up): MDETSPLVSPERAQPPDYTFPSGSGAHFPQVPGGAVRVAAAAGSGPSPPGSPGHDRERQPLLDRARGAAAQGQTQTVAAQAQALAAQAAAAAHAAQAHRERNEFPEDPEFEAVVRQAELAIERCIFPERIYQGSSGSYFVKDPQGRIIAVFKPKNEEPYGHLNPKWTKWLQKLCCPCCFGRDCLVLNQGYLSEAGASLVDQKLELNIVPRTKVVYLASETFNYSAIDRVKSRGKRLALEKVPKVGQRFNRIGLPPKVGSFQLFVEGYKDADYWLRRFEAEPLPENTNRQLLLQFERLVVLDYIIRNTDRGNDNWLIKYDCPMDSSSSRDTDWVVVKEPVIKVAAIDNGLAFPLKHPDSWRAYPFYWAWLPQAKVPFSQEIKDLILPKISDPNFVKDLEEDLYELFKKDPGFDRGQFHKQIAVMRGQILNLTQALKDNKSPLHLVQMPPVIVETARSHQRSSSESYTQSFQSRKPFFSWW
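Compounds are screened against recombinant PI4K2A using PI as substrate and ATP, the latter dispensed at 300 microM. Reactions run one hour at ambient temperature before ADP-Glo detection; full inhibition defined by wells lacking enzyme.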
* = called active by the depositor; ? = inconclusive; / = no result given; & = joins results of further samples; [ ] = dose if it differs, or a comment. Unless noted, the call rests on the fitted dose curve; in most records, active means well fitted curve in the direction sought with a large enough effect; inconclusive means small, poorly fitted or top-dose-only effect, or another doubt; inactive means no such curve, though single readings can be large; an effect the other way counts as inactive or inconclusive. This is a subset; count on the stated rates, not on these rows.

entry	structure	USP1 inh	RXFP1 agonist	TrxR1 substrate	Vif-APOBEC3G blk	PI4K2A inh	Vif-A3F inh	Glioma ERSR ind	LDHA block	mIDH1 inhibitor
1	O=C(CC1S/C(=N/N=C/c2c[nH]c3ccc(OCc4ccccc4)cc23)NC1=O)Nc1ccccc1 (centres undefined)	-3%	-1.9%	4%[57.1 µM]	-7%	1	0%	-5%	-7	2%
2	Cc1ccc2nc(CNC(=O)c3ccccc3)[nH]c2c1	-24%	0.2%	8%	4%	-2	-1%	-1%	-5	3%
3	Cc1ccc(NC(=O)c2cc(NC(=O)c3ccco3)ccc2N2CCOCC2)cc1Cl	-27%	4.5%	19%	-4%	-6	-1%	-9%	-3	1%
4	CCOc1ccc(NC(=O)COC(=O)C2C3CC4OC(=O)C2C4C3)cc1 (centres undefined)	-14%	0.2%	8%	-4%	-1	-4%	1%	-4	-2%
5	O=C(O)c1cc([N+](=O)[O-])c(Nc2cccc3ccccc23)c([N+](=O)[O-])c1	-22%	1.6%	-7%	-22%	1	2%	7%	2	1%
6	O=C(CN1CCN(C(=O)c2ccco2)CC1)Nc1ccc(Cl)c(C(F)(F)F)c1	-14%	-1.3%	-9%	0%	3	-1%	-2%	-2	7%
7	Cc1cc(C)cc(N(CC(=O)NCCSCc2ccco2)S(C)(=O)=O)c1	0%	3.2%	-5%	1%	0	-9%	-1%	-7	4%
8	COc1ccc(S(=O)(=O)N2CCN(CC(=O)NC3CCCC3)CC2)cc1	?	2.1%	1%[57.1 µM]	1%	-6	2%	-1%	-8	1%
9	Cc1ccc(S(=O)(=O)N2CCCCC2)cc1NC(=O)C1COc2ccccc2O1 (centres undefined)	?	/	/	-5%	-2	1%	-3%	-1	3%
10	COc1ccc(Cc2nc3ccc(C(=O)N4CCCCC4CO)cc3o2)cc1OC (centres undefined)	-9%	/	/	-3%	1	0%	-3%	-7	-2%
11	CC1(C)CC(=O)C(C=NCCN2CCN(C(=S)Nc3cccc(Cl)c3)CC2)=C(O)C1	-15%	1.0%	4%	-3%	-1	0%	-3%	-2	0%
12	O=C1CN(C(=O)COC(=O)c2ccc(Cl)cc2)c2ccccc2N1	-17%	0.9%	2%	0%	-1	1%	-1%	-5	-5%
13	CN(C)CCN1CCN(C2CN(Cc3ccc(F)cc3)S(=O)(=O)C2)CC1 (centres undefined)	/	/	/	0%	1	/	-5%	1	/
14	CC(C)(CNC(=O)c1cc(=O)[nH]c2ccccc12)N1CCOCC1	-16%	3.3%	16%	-2%	4	2%	-5%	-3	0%
15	COc1ccc(CNc2nc(-c3ccco3)nn2C(=O)c2ccccc2Cl)cc1	-26%	0.5%	-1%	/	5	/	/	-14	/
16	CCOC(=O)c1c(NC(=O)CSc2nc3cc(Cl)ccc3c(=O)n2Cc2ccco2)sc(C(=O)N(C)C)c1C	-20%	3.6%	-19%[57.1 µM]	-4%	-1	-1%	-1%	-1	-8%
17	CC(=O)c1cccc(N(CC(=O)NC2CCCCC2)C(=O)CCC(=O)Nc2nc(C)cs2)c1	1%	1.3%	-2%	3%	-3	-11%	-5%	-3	0%
18	CN1CCc2nc3sc(C(=O)C45CC6CC(CC(C6)C4)C5)c(N)c3cc2C1	?	1.5%	9%[57.1 µM]	-1%	-13	0%	-5%	-2	-2%
19	O=C(CN1C(=O)NC2(CCCc3ccccc32)C1=O)c1ccc(F)cc1 (centres undefined)	-11%	-0.3%	-2%	-1%	0	1%	-1%	-4	-2%
20	O=[N+]([O-])c1ccc(Cl)c2c1C1C=CCC1C(c1ccccn1)N2 (centres undefined)	?	-1.9%	0%[57.1 µM]	-13%	?	7%	-3%	23	2%
21	Cc1ccc(N(C)S(=O)(=O)c2ccc(-c3cc(C)no3)s2)cc1	?	1.0%	-1%	?	-3	-1%	-5%	0	3%
22	Cc1cc2oc(C(=O)Nc3c(C(=O)Nc4ccccc4)oc4ccccc34)cc(=O)c2cc1C	2%	1.9%	6%	3%	-1	-2%	-4%	2	0%
23	Cc1cccc(N(CC(=O)N2CCCC2)S(=O)(=O)c2ccccc2)c1	-7%	1.6%	2%	0%	0	-1%	-3%	-3	7%
24	COc1ccccc1NC(=O)N1CCC(c2nnc(SCC(N)=O)n2C)CC1	-15%	-0.3%	0%	-1%	-4	-8%	-5%	-4	5%
25	CCN(C)c1ccc(/C=C/c2ccnc3ccccc23)cc1	/	/	-6%	?	/	/	-2%	6	/
26	CCc1noc(C)c1C(=O)NCCN1C(=O)S/C(=C\c2ccccc2F)C1=O	-21%	/	/	1%	-1	-2%	-2%	-3	-2%
27	CC1CN(C2CCCCC2)C(=S)NC1=O (centres undefined)	-7%	/	3%	2%	6	-9%	-3%	-6	9%
28	COc1cccc(OC)c1C(=O)NC(=O)Nc1c(C)cccc1C	-25%	2.0%	8%	0%	10	-6%	-3%	-1	0%
29	Cc1cccc(C)c1Nc1c(-c2ccc(O)cc2)nc2sccn12	-18%	2.6%	-1%	-1%	-5	-6%	-1%	3	?
30	CC(C)N(CC(N)=O)c1ncnc2sc(-c3ccccc3)cc12	-4%	5.1%	12%[57.1 µM]	0%	-1	-16%	2%	-10	4%
31	CCCOC(=O)c1ccc(NS(=O)(=O)c2cccs2)cc1	?	-0.2%	-14%	-3%	-2	4%	-1%	3	3%
32	CCOc1ccc2ccccc2c1/C=N/NC(=O)c1ccncc1	-10%	2.1%	-1%	0%	-1	0%	-2%	-9	15%
33	CSc1ccc(Cl)c(C(=O)OCC(=O)N2CCN(c3ccccc3)CC2)c1	-7%	0.4%	-10%	1%	1	3%	-4%	-3	0%
34	COc1ccc(-c2noc(N3CCC(C(=O)Nc4ccc(OC)c(OC)c4)CC3)n2)cc1	-16%&-10%	8.2%&3.3%	-2%[57.1 µM]	1%&1%	-2&10	-1%&-2%	-1%&-2%	-6&-1	-7%&4%
35	Cc1cc(C)c2c3c(sc2n1)C(=O)N(C)CC(=O)N3	-12%	1.8%	3%	3%	1	1%	7%	-1	-2%
36	CC(=O)c1ccc(NC(=O)CSc2nccn2C)cc1	-21%	-1.1%	6%	2%	-2	-14%	0%	0	6%
37	CSc1nc2ccc(NS(=O)(=O)c3ccc(Br)s3)cc2s1	-13%	-0.8%	-2%	-8%	1	9%	0%	-5	0%
38	Cc1ncc([N+](=O)[O-])n1Cc1ccc(Cl)cc1	-16%	3.5%	3%	0%	0	-6%	-3%	-1	-4%
39	Fc1c(F)c(F)c(SCn2cc(Br)cn2)c(F)c1F	-14%	-1.1%	-6%	4%	0	0%	-4%	0	2%
40	Cc1cc(C)cc(OCCNC(=O)C2CCN(S(=O)(=O)c3ccccc3)CC2)c1	-18%	2.8%	-10%	0%	-3	2%	-6%	-2	6%
41	Cc1cccc(C(=O)Nc2ccc(N3CC=C(c4ccccc4C)CC3)c(C(=O)O)c2)c1	2%	6.8%	-3%[57.1 µM]	2%	-7	5%	-2%	-14	-26%
42	CC(C)(CC(=O)O)CC(=O)N1CCN(c2nc3ccc(Cl)cc3s2)CC1	-20%	-0.4%	5%	-4%	-9	-11%	6%	-4	0%
43	CCOc1ccccc1NC(=O)c1cc(-c2ccccn2)nc2ccccc12	-14%	-3.4%	1%	-7%	5	0%	1%	-2&-14	3%
44	Cc1ccc2c(c1)C1(SCCS1)C(=O)N2	-8%	-0.2%	-1%	?	0	-2%	-2%	-1	2%
45	COc1ccc(NC(=O)C[C@H]2C(=O)N(Cc3ccccc3)C[C@@H]2c2ccc(OC)cc2)cc1	-24%	/	/	4%	-1	-1%	-2%	-2	0%
46	COc1ccc(CNC(=O)C2COc3ccccc3O2)c(OC)c1 (centres undefined)	-6%	-0.1%	7%	0%	4	0%	-3%	1	1%
47	O=C(Nc1ccnn1C1CCN(Cc2ccccc2OCCO)CC1)c1cccc(F)c1	-14%	0.1%	-1%	0%	-5	-5%	-1%	0	8%
48	O=C(CCCC(=O)c1ccccc1)NCc1ccccc1	-21%	6.7%	4%	2%	3	1%	-3%	0	17%
49	CC(=O)Nc1cccc(-c2nc3ccccc3s2)c1C	-2%	3.5%	3%	1%	-3	-6%	-4%	1	2%
50	Cc1ccc(Cl)c2sc(NC(=O)c3ccc(S(=O)(=O)N4CCCC4)cc3)nc12	-18%	-1.5%	0%[57.1 µM]	2%	2	0%	0%	-7	-3%
51	O=C1CCCN1c1ccc([N+](=O)[O-])cc1	0%	/	/	-7%	2	0%	-3%	-9	-1%
52	Cc1ccc(Sc2ccc(NC(=O)CCl)cc2)cc1C	-26%	1.8%	1%	-9%	7	-6%	?	4	?
